Source: PubChem
PP1 counter = counter-screen for PP5 inhibitors: inhibitors of human PP1-alpha | P62136 | purified PP1alpha, OMFP fluorescence | inhibition, % at 6.7 µM | actives 0.9% (n = 320,000) | AID 2235;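 active = inhibition above the mean inhibition of all tested compounds plus 3 SD, computed separately for each screening campaign, cut at about 15% in these data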
PP5 inh = PP5 (human) phosphatase inhibition. purified PP5c, OMFP substrate fluorescence. inhibition, % at 6.7 µM. P53041. actives 0.18% (n = 320,000);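 active = inhibition above the campaign's mean inhibition across all tested compounds plus 3 SD, cut at about 9.5% in these data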;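 also: 0% = DMSO only and 100% = 100 µM cantharidin control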
Target sequence (P53041 whole entry, looked up): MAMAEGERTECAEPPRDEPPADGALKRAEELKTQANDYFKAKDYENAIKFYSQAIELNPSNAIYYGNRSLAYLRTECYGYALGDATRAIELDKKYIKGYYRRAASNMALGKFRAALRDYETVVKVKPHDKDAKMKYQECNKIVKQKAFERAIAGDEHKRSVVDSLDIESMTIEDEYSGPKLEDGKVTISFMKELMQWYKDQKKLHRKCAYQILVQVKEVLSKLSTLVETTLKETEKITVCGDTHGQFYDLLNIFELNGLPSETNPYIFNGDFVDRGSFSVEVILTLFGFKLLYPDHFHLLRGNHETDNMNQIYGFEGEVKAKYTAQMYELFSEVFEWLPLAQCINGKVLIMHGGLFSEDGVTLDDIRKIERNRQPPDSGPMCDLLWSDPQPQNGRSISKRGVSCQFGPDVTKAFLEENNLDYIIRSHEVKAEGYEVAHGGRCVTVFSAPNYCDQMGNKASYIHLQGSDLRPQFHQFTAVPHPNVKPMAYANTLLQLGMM
Yeast superoxide = caloric restriction mimetics inhibiting age-related superoxide in yeast | S. cerevisiae aged cells, superoxide DHE fluorescence; stronger effect = lower value | superoxide response (% of plate mean), % at 10 µM | actives 0.18% (n = 330,000) | AID 2690;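 active = superoxide response under a set limit, about three screen SD below normal, cut at about 65% in these data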;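 also: yeast aged for seven days with compound at 30 °C before DHE staining; 100% = average MFI of all compound-treated wells on the plate with controls excluded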
ZTA counter = counter-screen for EBNA-1 inhibitors: inhibitors of Epstein-Barr virus ZTA | ZTA-DNA binding, fluorescence polarization | inhibition, % at 11 µM | actives 0.15% (n = 320,000) | AID 2234; in the data active = inhibition above about 33%
HCV core dimer = blocks dimerization of HCV core protein; actives 0.33% (n = 300,000); inhibition, % at 5 µM; TR-FRET GST/Flag-core106 dimerization, 1536-well;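 active = inhibition above the mean of all tested compounds plus 3 SD, set per screening campaign, cut at about 45% in these data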
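Material: Tagged HCV core106 pair (GST and Flag) | Amount: GST-core106 13.5 nM, Flag-core106 17 nM | Medium: KF-containing HEPES buffer, pH 7.45, DTT, CHAPS, BSA | Reagent: Eu donor and XL665 acceptor anti-tag antibodies | Schedule: 4 h at 22.5 °C | Technique: Time-resolved FRET, ex 340 nm, em 617 and 671 nm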
Fh CTSL1 inh = counter-screen for PFM18AAP inhibitors: inhibitors of F. hepatica cathepsin L1. recombinant F. hepatica cathepsin L1, Z-Leu-Arg-MCA fluorescence. inhibition, % at 5.96 µM. actives 0.49% (n = 300,000). AID 1906;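 active = inhibition above the mean of all tested compounds plus 3 SD, set per screening campaign, cut at about 17% in these data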;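 also: 0% = plate median of test compound wells and 100% = 1 µM Z-Phe-Ala-diazomethylketone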
JMJD2C inh = blocks human GASC-1 demethylase activity | AID 2099 | actives 0.069% (n = 330,000) | GST-JMJD2C(1-420) H3K9me3 demethylation, DELFIA europium | inhibition, % at 2.35 µM | Q9H3R0;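 active = more than half of a compound's replicate wells show inhibition beyond 50%, single wells judged on their own value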;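 also: signal counts dimethyl H3K9 product captured on neutravidin plate; 0% = median of DMSO wells and 100% = 0.3 times that DMSO median; strong numbers were not always called active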
Target sequence (Q9H3R0 1-420 limits assumed): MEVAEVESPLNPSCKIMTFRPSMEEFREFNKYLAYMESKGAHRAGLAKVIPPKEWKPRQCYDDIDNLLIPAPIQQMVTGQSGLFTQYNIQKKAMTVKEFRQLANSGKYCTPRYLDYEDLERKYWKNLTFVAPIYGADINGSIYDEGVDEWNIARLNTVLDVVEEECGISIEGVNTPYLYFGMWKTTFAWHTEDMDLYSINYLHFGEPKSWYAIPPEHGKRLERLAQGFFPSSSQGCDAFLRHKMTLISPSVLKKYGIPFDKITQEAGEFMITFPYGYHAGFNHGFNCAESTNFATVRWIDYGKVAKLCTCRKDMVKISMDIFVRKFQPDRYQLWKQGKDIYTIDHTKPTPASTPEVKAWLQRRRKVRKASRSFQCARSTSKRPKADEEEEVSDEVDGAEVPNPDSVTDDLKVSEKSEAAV
EBNA-1 inh = blocks EBNA-1 binding to DNA. EBNA-1 DNA binding, fluorescence polarization. inhibition, % at 14.8 µM. actives 0.34% (n = 300,000). AID 1950; in the data active = inhibition above about 28%
TPT1 inhibitor = inhibitors of Candida albicans tRNA 2'-phosphotransferase TPT1; recombinant caTPT1, FP RNA substrate dephosphorylation; inhibition, % at 5 µM; actives 0.81% (n = 300,000); AID 1962;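 active = inhibition above the mean of all tested compounds plus 3 SD, set per screening campaign, cut at about 24% in these data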;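 also: plate controls were DMSO alone for no effect and ferristatin control at 100 nM for full effect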
An asterisk follows results filed as active; . = no result given; & = joins results of further samples.

1) Cc1ccc2nsnc2c1S(=O)(=O)N1CCN(Cc2ccc3c(c2)OCO3)CC1
2) Cc1ccc2cccc(OCC(=O)N(C)CC(=O)Nc3ccc(F)cc3)c2n1
3) COc1ccc(CN(C)C(=O)c2oc3ccccc3c2CSC)cc1F
4) O=C(c1ccco1)c1cn(CC(=O)N2CCCC2)c2ccccc12
5) Cc1cccc(N2CC(C(=O)Nc3nnc(SCc4cccnc4)s3)CC2=O)c1 (stereo not drawn)
6) O=C(CSc1nnnn1Cc1ccccc1)c1ccccc1F
7) O=C(CN(c1cccc(Cl)c1)S(=O)(=O)c1ccccc1)NN=C1CCCC1
8) CC(=O)N1CCN(C(=O)c2cc(=O)c3ccccc3o2)CC1

compound no.	1	2	3	4	5	6	7	8
PP1 counter	1.2	-4.5	0.2	-2.1	3.6	-2.8	2.7	2.1
PP5 inh	3.0	0.0	0.1	-0.3	-0.6	-1.4	-1.0	-0.3
Yeast superoxide	88.2	86.9	94.4	95.6	112.1	108.2	92.1	97.2
ZTA counter	-13.0	-5.1	11.0	17.7	6.6	9.4	-4.2	9.2
HCV core dimer	-1.3	.	2.2	-0.7	28.5	8.6	-2.0	5.1
Fh CTSL1 inh	-3.8	.	0.0	4.7	5.2	-2.3	-2.5	4.5
JMJD2C inh	20.0	.	3.3	-3.4	7.1	-3.8	15.4	-0.5
EBNA-1 inh	-3.4	.	6.0	-13.1	9.9	6.8	-7.4	11.8
TPT1 inhibitor	-1.9	.	-3.6	1.9	7.9	1.4	-3.4	0.0

9) CN1CCN(c2ccc(NC(=O)CSc3nnnn3-c3ccccc3F)cc2)CC1
10) CCCCn1c(N)c(N(CCOC)C(=O)CN(C)S(=O)(=O)c2ccc(Cl)cc2)c(=O)[nH]c1=O
11) CC(C)C(NS(=O)(=O)c1cccs1)C(=O)N1CCC(C(N)=O)CC1 (stereo not drawn)
12) CSCc1c(C(=O)Nc2ccc(N3CCOCC3)cc2)oc2ccccc12
13) COc1ccc2[nH]c(C)c(C(=O)CN(C)CC3OCCO3)c2c1
14) Cn1c(=O)c2c(nc(NCc3ccccc3)n2CC(=O)NCc2ccccc2)n(C)c1=O
15) CC(=O)N1N=C(c2ccc(Cl)cc2)CC1c1ccco1 (stereo not drawn)
16) CS(=O)(=O)Nc1ccccc1NS(C)(=O)=O

compound no.	9	10	11	12	13	14	15	16
PP1 counter	-0.2	-4.0	-1.7	0.8	-4.8	-1.4	-5.6	-7.0
PP5 inh	0.1	2.5	1.7	-1.1	-1.1	3.5	-0.5	3.3
Yeast superoxide	84.2	108.1	105.6	82.3	106.0	102.5	99.3	102.7
ZTA counter	14.9	16.9	4.9	1.1	1.2	0.7	-12.7	-5.0
HCV core dimer	-7.0	0.0	.	-2.1	0.0	-0.4	-5.3	5.1
Fh CTSL1 inh	-2.0	-1.1	.	2.5	-0.2	-1.0	0.0	1.1
JMJD2C inh	3.5	17.6	8.3	1.8	16.0	-0.5&-0.7	-0.3	1.6
EBNA-1 inh	-10.0	-0.6	.	-0.7	4.0	-6.3	1.8	12.7
TPT1 inhibitor	-2.3	-1.5	.	-0.1	-0.7	3.7	-2.0	-1.6

Overlap with the part before: 4 entries, followed by the next part.
13) COc1ccc2[nH]c(C)c(C(=O)CN(C)CC3OCCO3)c2c1
14) Cn1c(=O)c2c(nc(NCc3ccccc3)n2CC(=O)NCc2ccccc2)n(C)c1=O
15) CC(=O)N1N=C(c2ccc(Cl)cc2)CC1c1ccco1 (stereo not drawn)
16) CS(=O)(=O)Nc1ccccc1NS(C)(=O)=O
17) Cc1sc2ncnc(SCC(=O)N(C(C)C)C(C)C)c2c1C
18) Cc1cc(OCc2cccc(S(=O)(=O)N3CCOCC3)c2)ccc1Cl
19) COc1nc(Nc2ccc3c(c2)OCO3)nc(OC)n1
20) COc1cccc(CN(CC2CCCO2)S(=O)(=O)c2ccc(S(=O)(=O)N(C)C)cc2)c1 (stereo not drawn)
21) Cc1cccc(Oc2c([N+](=O)[O-])c(=O)n(C)c3ccccc23)c1
22) Clc1ccccc1C1=CC(c2ccco2)n2nnnc2N1 (stereo not drawn)
23) CCCCn1c(-c2c(Cl)c(C)nn2C)n[nH]c1=S
24) CSc1nc2ncc(C(=O)O)c(N)n2n1

compound no.	13	14	15	16	17	18	19	20	21	22	23	24
PP1 counter	-4.8	-1.4	-5.6	-7.0	2.2	13.8	1.6	-0.8	-3.3	-3.5	0.3	1.6
PP5 inh	-1.1	3.5	-0.5	3.3	-1.2	3.5	2.6	-0.6	2.3	1.0	0.6	3.8
Yeast superoxide	106.0	102.5	99.3	102.7	93.2	119.3	99.8	91.6	76.5	95.3	105.4	101.5
ZTA counter	1.2	0.7	-12.7	-5.0	-7.8	-16.3	-21.1	1.1	4.9	-3.0	8.4	-8.3
HCV core dimer	0.0	-0.4	-5.3	5.1	4.3	.	0.5	2.6	3.5	3.0	-0.9	-5.1
Fh CTSL1 inh	-0.2	-1.0	0.0	1.1	2.1	.	1.5	2.6	1.2	0.4	2.6	-4.8
JMJD2C inh	16.0	-0.5&-0.7	-0.3	1.6	-1.2	-4.5	5.4	-18.9	3.2	-8.8	5.9	-3.1
EBNA-1 inh	4.0	-6.3	1.8	12.7	4.1	.	-7.8	5.2	6.9	6.3	-1.1	3.2
TPT1 inhibitor	-0.7	3.7	-2.0	-1.6	0.1	.	3.2	-3.7	0.1	-0.9	-2.2	-3.6

As entered above:
`Cc1sc2ncnc(SCC(=O)N(C(C)C)C(C)C)c2c1C` – HCV core dimer: 4.3
`Clc1ccccc1C1=CC(c2ccco2)n2nnnc2N1` (stereo not drawn) – Fh CTSL1 inh: 0.4

The list goes on:
25) CC(C)c1nc2sc3c(=O)[nH]cnc3c2c2c1CCCC2
26) CC(C)(CC(=O)O)CC(=O)NCc1c(Cl)cccc1Sc1ccc(Cl)cc1
27) CCC(C)N(C(=O)Cn1cnc2c1c(=O)n(C)c(=O)n2C)C1CCS(=O)(=O)C1 (stereo not drawn)
28) O=C(NCc1cccc(F)c1)C1CCN(C(=O)c2sccc2-n2cccc2)CC1
29) Cc1ccc(C(=O)NC(=S)NNC(=O)c2ccccc2)cc1
30) O=C(Nc1ccc(Br)cn1)c1ccc2ccccc2c1
31) COc1cc(C(=O)NCCC(c2ccccc2)c2ccccc2)cc(OC)c1OC
32) CC(C)c1cccc(C(C)C)c1NC(=O)c1ccccc1

compound no.	25	26	27	28	29	30	31	32
PP1 counter	-4.2	0.0	-4.7	-1.6	-3.6	2.5	5.1	-14.3
PP5 inh	3.8	-0.4	0.4	2.2	1.7	2.6	2.9	-2.2
Yeast superoxide	107.0	111.7	105.1	89.5	171.1	111.1	94.2	99.6
ZTA counter	-4.5	-0.5	0.7	-2.5	-24.6	1.2	-9.8	11.7
HCV core dimer	0.7	-1.2	4.2	-0.9	5.4	-0.9	13.9	-5.5
Fh CTSL1 inh	-4.9	-2.4	-15.0	-1.2	-3.1	-0.9	4.8	-12.4
JMJD2C inh	4.5	1.3	5.4	3.1	83.9	6.6	13.8	-6.3
EBNA-1 inh	-13.4	0.0	7.5	-2.9	-17.3	2.5	-7.3	-0.5
TPT1 inhibitor	1.9	-1.5	0.9	-2.1	-1.9	-0.7	-4.4	1.4

33) CCOc1cc(/C=N/NC(N)=O)ccc1OCC(=O)Nc1ccc(C)c(C)c1
34) CCOC(=O)/C(C#N)=C/c1c(N2CCN(Cc3ccc4c(c3)OCO4)CC2)nc2c(C)cccn2c1=O
35) NC(=S)C1COc2ccccc2O1 (stereo not drawn)
36) CCCn1c(N)c(N2CCCCC2)c(=O)n(CC(=O)Nc2ccc(OC(F)(F)F)cc2)c1=O
37) C#CCSc1ncc(S(=O)(=O)c2ccccc2)c(=O)[nH]1
38) Cc1ccc(-c2c(C#N)c(N)nc3c2CCCC3)s1
39) CC1(C(=O)N2CCC(CO)(Cc3cccc(C(F)(F)F)c3)CC2)CC1
40) CC(=O)CC(=O)NC(=NC1CCCCC1)Nc1nc(C)cc(C)n1

compound no.	33	34	35	36	37	38	39	40
PP1 counter	-0.1	-2.7	1.2	-1.3	0.9	-1.3	0.6	-1.1
PP5 inh	-0.4	2.3	0.0	0.5	3.4	-0.6	1.3	3.9
Yeast superoxide	88.1	107.6	95.5	116.4	86.1	95.6	101.8	117.8
ZTA counter	-0.4	2.7	9.3	7.0	-4.9	7.1	2.1	-13.5
HCV core dimer	0.2	19.2	-17.7	-3.3	-5.8	4.8	-10.2	0.5
Fh CTSL1 inh	-4.1	0.1	-0.9	-3.7	-0.6	-0.5	2.0	1.0
JMJD2C inh	12.6	-0.4	5.0	-0.9	1.3	4.4	12.7	-0.5
EBNA-1 inh	1.9	-1.7	5.9	11.1	12.2	-4.0	-1.1	-16.2
TPT1 inhibitor	-4.2	0.5	-1.7	-13.1	-2.8	2.9	1.3	5.3

41) O=C(CCN1C(=O)/C(=C/c2cccs2)SC1=S)Nc1cccc(C(=O)O)c1
42) Cc1cccc(-c2nc3ccccc3c(=O)n2NC(=O)/C=C/c2ccc([N+](=O)[O-])cc2)c1
43) COc1ccccc1CNC(=O)/C=C/c1ccc(Br)o1
44) O=C(COC(=O)/C=C/c1cccc(Cl)c1)NC(=O)NCc1ccccc1
45) CCOc1ccc(NC(=O)Cc2c(O)c3ccccc3[nH]c2=O)cc1
46) O=S(=O)(c1ccc(Cl)cc1)c1nc(-c2ccccc2F)oc1NCCCN1CCOCC1
47) COc1ccc(C2C(C(=O)OCC(=O)Nc3ccc(C)cc3)CCC(=O)N2c2ccc(OC)cc2)cc1 (stereo not drawn)
48) OC(C#CCCN1CCCCC1)(c1ccccc1)c1ccccc1

compound no.	41	42	43	44	45	46	47	48
PP1 counter	8.0	-0.5	1.9	7.1	-3.0	-0.3	0.6	-1.2
PP5 inh	0.0	-2.2	-0.1	0.9	-2.2	4.5	3.2	2.2
Yeast superoxide	107.0	100.8	93.8	110.8	99.0	107.6	90.9	102.5
ZTA counter	-9.3	-3.7	9.8	-7.7	7.8	0.4	16.4	-15.3
HCV core dimer	-0.6	-5.8	40.9	.	1.5	3.4	8.0	-4.5
Fh CTSL1 inh	13.7	4.1	3.4	.	-0.9	2.9	-7.3	-2.3
JMJD2C inh	-44.5	5.4	4.5	8.1	-1.1	4.3	-2.4	1.1
EBNA-1 inh	-6.0	-4.3	0.8	.	-1.0	3.5	8.1	1.3
TPT1 inhibitor	53.4*	2.2	1.7	.	-4.5	-1.1	-5.1	-1.9

49) O=C(Nc1ccc2[nH]c(=S)sc2c1)c1ccccc1
50) CCCn1nnnc1SCC(=O)c1ccc2c(c1)OCCO2
51) O=C(COC(=O)CCC(=O)c1ccc(F)cc1)Nc1cccc(S(=O)(=O)N2CCOCC2)c1
52) Cn1nnnc1SCc1ccc([N+](=O)[O-])cc1

compound no.	49	50	51	52
PP1 counter	-5.4	6.5	6.1	-0.2
PP5 inh	-0.4	-2.3	-1.3	2.3
Yeast superoxide	95.5	96.8	93.6	117.5
ZTA counter	-0.4	7.7	-1.1	-6.9
HCV core dimer	-4.6	0.9	1.6	-6.6
Fh CTSL1 inh	2.9	1.4	-33.8	-2.5
JMJD2C inh	0.8	7.0	29.3	5.1
EBNA-1 inh	-3.3	-5.7	-9.7	0.5
TPT1 inhibitor	1.3	2.0	2.9	-1.1
